# Compound activity: PubChem BioAssay, University of Kansas High Throughput Screening Laboratory
# Pf apPOL block – Pf-apPOL inhibitors, biochemical, fluorescence. Recombinant Pf-apPOL, molecular beacon fluorescence, 1.5 h. inhibition, % at 10 µM. 210,000 tested, 0.25% active
# mHTT-CaM PPI inh – mutant huntingtin-calmodulin interaction inhibitors – biochemical, AlphaScreen, primary screen | AlphaScreen His-mHTT/GST-CaM binding, luminescence | inhibition, % at 15 µM | 190,000 tested, 3.6% active | AID 1671202, 2021;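 further: 0% = both proteins with DMSO and 100% = one protein alone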
# * = called active by the depositor; i = inactive; . = not tested or not shown; & = joins results of further samples. No stated cut-off is given here; in the data, active means inhibition above about 50%; inactive means the rest.
SMILES,Pf apPOL block,mHTT-CaM PPI inh
COc1ccc(C(=O)C=Cc2ccc(C)cc2)cc1,3,-1
COc1ccccc1NC(=O)NCCC1CCN(S(=O)(=O)c2ccc(F)cc2)CC1,5,23
Cc1ccnc(N2CCC(C(=O)NC(C)c3ccccc3)CC2)n1 (stereo not given),-6,-16
COc1ccc(NC(=O)c2cccc(C(=O)Nc3ccc(OC)cc3)c2)cc1,-20,-3
O=C(C1CCC1)N1CCc2sc(S(=O)(=O)Nc3ccc(Cl)cc3)cc2C1,-8,11
CCC1CCCCN1CCCNC(=O)c1csc2c1CCCCC2 (stereo not given),-1,-2
COc1cc2c(cc1OC)C(C)N(C(=O)c1ccc([N+](=O)[O-])cc1)CC2 (stereo not given),-1,5
O=S(=O)(CCc1nc2ccccc2s1)c1ccc(Cl)cc1,-3,-3
Cc1ccc(C2CC(C(F)(F)F)n3ncc(C(=O)Nc4cc(C)cc(C)c4)c3N2)cc1 (stereo not given),-4,12
Cc1ccc2c(c1)C(c1ccccc1)N(C(=O)c1ccc([N+](=O)[O-])cc1)CC(=O)N2 (stereo not given),-3,22
CC(C(=O)N1CCN(Cc2ccc(Cl)cc2)CC1)N1C(=O)c2ccccc2C1=O (stereo not given),3,7
Cc1cc([N+](=O)[O-])nn1CC(=O)Nc1ccccc1C(F)(F)F,1&-145,-9&-5
CC1(C)OC2OC(C(=O)NC(CCC(=O)OCc3ccccc3)C(=O)OCc3ccccc3)C3OC(C)(C)OC3C2O1 (stereo not given),-13,39
Cc1nn2c3ccccc3n(CC(=O)c3ccc(Br)cc3)c2nc1=O,2,2
Cc1ccc(NC(=O)C2CCN(c3nnc4ccc(Cl)cn34)CC2)c(F)c1,-2,-2
CCOc1ccc(S(=O)(=O)N2CCN(c3ccccc3OC)CC2)cc1,1,-4
COc1ccc(CN2C(=O)N3Cc4ccccc4C3CS2(=O)=O)cc1 (stereo not given),0,1
COc1ccc(C(=O)c2ccc(OC)cc2OC)cc1,-20,.
O=[N+]([O-])c1ccccc1OCCCN1CCCCC1,-2,-3
Cc1ccc(C2CC(c3cccs3)n3nc(N)nc3N2)cc1 (stereo not given),-6,16
Cc1ccc(Cl)cc1N1CCN(C(=O)NC(C)(C)C)C(C)C1=O (stereo not given),-4,1
COc1ccc(C(=O)Nc2c3c(nn2-c2cc(C)cc(C)c2)CSC3)cc1,-81,20
CCN=C1S/C(=C\c2sccc2C)C(=O)N1CC,2,-1
O=C(Cn1ccc2ccccc2c1=O)NCCC(=O)Nc1ccc(Cl)cn1,-5,2
CCOc1ccc(N2C(=O)S/C(=C\c3cc(OC)c(OC)c(OC)c3)C2=O)cc1,5,-9
O=[N+]([O-])c1ccc(CN2[C@H](COCc3ccccc3)[C@@H](N3CCCC3)CS2(=O)=O)cc1,-3,17
O=C(c1ccccc1O)N1N=C(c2cccc(Br)c2)CC1(O)C(F)(F)F (stereo not given),2,49
O=C(Cc1ccccc1)c1ccc(Cl)cc1,2&-12,.
CC(C)CN1CCn2cc(C(=O)NCc3ccc(C(F)(F)F)cc3)nc2C1,-11,23
O=C(O)c1[nH]c2ccc(Br)cc2c1CCN1C(=O)c2ccccc2C1=O,1,11

# Pulled by compound from above (4):
SMILES,Pf apPOL block,mHTT-CaM PPI inh
O=C(O)c1[nH]c2ccc(Br)cc2c1CCN1C(=O)c2ccccc2C1=O,1,11
O=C(c1ccccc1O)N1N=C(c2cccc(Br)c2)CC1(O)C(F)(F)F (stereo not given),2,49
O=C(Cc1ccccc1)c1ccc(Cl)cc1,2&-12,.
O=C(Cn1ccc2ccccc2c1=O)NCCC(=O)Nc1ccc(Cl)cn1,-5,2

# Carrying on.
SMILES,Pf apPOL block,mHTT-CaM PPI inh
CCOC(=O)C(C#N)=Cc1cccnc1,2,.
O=Cc1ccc(OCc2ccccc2)cc1,-6,-33
Cc1ccc(CC(CC(=O)O)C(=O)Nc2ccccc2)cc1 (stereo not given),2,0
CN1[C@H](Cc2ccccc2)COc2cc(N3CCCC3)ccc2S1(=O)=O,2,-4
O=[N+]([O-])c1ccc(O)c(CN2CCCCC2)c1,-2,-1
CN(C)C=Nc1nc2ccc3c(c2s1)CCCC3,-5,24
COc1cccc(C2=NC(c3ccccc3OC)NC(c3ccccc3O)C2)c1 (stereo not given),-2,25
O=C(O)c1cc(-c2ccc(Cl)c(Cl)c2)nc2ccccc12,-2,39
CC(=O)c1cccc(NC(=O)C(Cl)Cl)c1,2,-1
COc1ccc(C(C)NC(=O)c2cn3cc(C)ccc3n2)cc1 (stereo not given),-6,10

# The list goes on; it opens with the 6 that closed the last part.
SMILES,Pf apPOL block,mHTT-CaM PPI inh
O=[N+]([O-])c1ccc(O)c(CN2CCCCC2)c1,-2,-1
CN(C)C=Nc1nc2ccc3c(c2s1)CCCC3,-5,24
COc1cccc(C2=NC(c3ccccc3OC)NC(c3ccccc3O)C2)c1 (stereo not given),-2,25
O=C(O)c1cc(-c2ccc(Cl)c(Cl)c2)nc2ccccc12,-2,39
CC(=O)c1cccc(NC(=O)C(Cl)Cl)c1,2,-1
COc1ccc(C(C)NC(=O)c2cn3cc(C)ccc3n2)cc1 (stereo not given),-6,10
CCCCOc1ccc(C(=O)Nc2ccc(OCC)cc2[N+](=O)[O-])cc1,-7,-4
CCOc1ccc(S(=O)(=O)n2nc(C)c(S(=O)(=O)N3CCCC(C)C3)c2C)cc1 (stereo not given),-1,-12
N/C(=N\OC(=O)Oc1ccccc1)c1ccc(Cl)cc1,-19,i
O=C(O)CC1(CC(=O)Nc2ccc(F)c(Cl)c2)CCCCC1,-4,.
COC(=O)C(Cc1ccccc1)NS(=O)(=O)c1ccc(F)cc1Br (stereo not given),2&-4,-41&-8
COc1nccnc1NC1CCN(C(=O)CCc2ccccc2)CC1,2,5
COCCNC(=O)C1COC2(CCC(C)CC2)N1C(=O)c1cc(F)cc(F)c1 (stereo not given),-3,1
Cc1ccc(NCN2C(=O)S/C(=C\C=C\c3ccccc3)C2=O)cc1,-3,9
COCCNC(=O)c1c(NC(=O)c2cccc([N+](=O)[O-])c2)sc2c1CCCC2,-3,2
O=C(c1cc(-c2cccs2)[nH]n1)N1CCc2nc3cc(-c4ccccc4)[nH]n3c(=O)c2C1,21,30
CN(C(=O)c1c[nH]c2ccc(S(=O)(=O)N(C)CCC#N)cc2c1=O)C1CCCCC1,-4,3
O=C(c1ccco1)N1CCC2(CC1)NC(=O)N(Cc1ccc(F)cc1)C2=O,-5,-11
CN(C)c1ccc(C(O)(c2ccc(N(C)C)cc2)c2ccc(N(C)C)cc2)cc1,-7,100*
Cc1ccc(N2CCN(C(=O)c3nnn4c3COC(c3ccc(F)cc3)C4)CC2)cc1 (stereo not given),-2,4
Cc1noc(-c2nn(C)c3c2CN(C(=O)CC(C)(C)C)CC3)n1,-4,-5
Cc1nc2sccn2c(=O)c1NC(=O)CCc1ccccc1,0,-2
CCN1CCN(C(=O)c2ccc(-c3nc(-c4ccc(F)cc4)no3)cc2)CC1,-4,8
CC(=O)C1=C(O)C(=O)N(c2ccc(Br)cc2)C1c1ccccc1[N+](=O)[O-] (stereo not given),-3,13
CCn1ccc(C(=O)N2CCC(Nc3nccnc3OC)CC2)n1,-3,0
CCCNc1cc(N2CCCC(CCC(=O)Nc3cc(C)ccc3OC)C2)ncn1 (stereo not given),-5,49
COc1ccccc1C=C1Oc2c(ccc(O)c2CN2CCN(CCO)CC2)C1=O,-3,6
O=C(COc1ccccc1Br)NCCc1nc2ccccc2[nH]1,1,10
COc1cc(C2C(C#N)=C(N)Oc3nc[nH]c(=O)c32)ccc1OCC(N)=O (stereo not given),-5,-2
CN(C)c1cccc(C(=O)NCC2CCN(Cc3cccs3)CC2)c1,-1,2
CN(CCC#N)C(=O)c1c[nH]c2ccc(S(=O)(=O)Nc3ccccc3F)cc2c1=O,-1,6
O=C1C(=Cc2cccc(Br)c2)Oc2c1ccc(O)c2CN1CCN(CCO)CC1,-13,19
O=C(CSc1ncnc2nc[nH]c12)c1cccc([N+](=O)[O-])c1,0,8
Cc1ccc(C)c(N(CC(=O)Nc2ccc(C(N)=O)cc2)S(C)(=O)=O)c1,-16,7
Cc1csc(NN=C2CCCCC2)n1,-14,.
NC12CC3CC(C1)CC(N)(C3)C2,-2,-1

# Of the compounds above, these have a cyano group.
SMILES,Pf apPOL block,mHTT-CaM PPI inh
CCOC(=O)C(C#N)=Cc1cccnc1,2,.
CN(C(=O)c1c[nH]c2ccc(S(=O)(=O)N(C)CCC#N)cc2c1=O)C1CCCCC1,-4,3
COc1cc(C2C(C#N)=C(N)Oc3nc[nH]c(=O)c32)ccc1OCC(N)=O (stereo not given),-5,-2
CN(CCC#N)C(=O)c1c[nH]c2ccc(S(=O)(=O)Nc3ccccc3F)cc2c1=O,-1,6

# (list continues)
SMILES,Pf apPOL block,mHTT-CaM PPI inh
CSCCC(C)(O)CNC(=O)C=Cc1ccc2c(c1)OCO2 (stereo not given),-1,-3
O=C(NCc1cccc(F)c1)c1cn2c(n1)CCCC2,-4,-3
Cc1cc(NC(=O)C2CCN(C(=O)COc3ccccc3F)CC2)no1,-3,-7
O=C(CN1C(=O)C(c2ccccc2)=NC12CCCC2)Nc1ccc(Cl)cc1,-9,2
Cc1ccc(C(=O)N2CCC(C)CC2)cc1[N+](=O)[O-],-1,-14
CC(C)(Oc1ccc(Cl)cc1)C(=O)NCc1ccncc1,-3,-2
CSc1nnc2c(n1)OC(C)Nc1ccccc1-2 (stereo not given),-5,-4
COc1cc([N+](=O)[O-])ccc1NC(=O)COc1ccc(Br)cc1Cl,-3,-1
O=C(Nc1ccccc1Br)c1cc(S(=O)(=O)N2CCc3ccccc32)ccc1F,-7,-24
CCOCC(=O)N1CCC(COc2ccc(C(=O)N3CCCCC3)cc2)CC1,-4,3
O=C(NCCc1c[nH]c2ccccc12)c1nnn(-c2ccccc2Cl)c1-c1ccccn1,-9,9
O=S(=O)(NCc1ccccc1)[C@@H]1C[C@H]2C=C[C@@H]1C2,2,-6
CC(C)(C)C(O)CCNC(=O)C=Cc1ccccc1 (stereo not given),-6,-11
Cc1cccc(OCC(=O)Nc2cccc(C)c2C)c1,-1,-8
c1ccc(-c2ccccc2OCCOCCN2CCOCC2)cc1,-5,4
CCn1c(C2CCN(Cc3ccsc3)C2)nc2cccnc21 (stereo not given),-8,7
COc1ccc(NC(=O)c2ccc3c(c2)C(=O)N(CC2CCCO2)C3=O)cc1O (stereo not given),-1,4
Cn1cnnc1SCc1ccc(F)cc1Cl,-3,-1
NNC(=O)COc1ccc(C2SCCS2)cc1,2,.
O=C(NCC1(c2cccs2)CC1)c1ccccn1,-4,-7
Cc1ccc(CCC(=O)Nc2ccc(OC(F)(F)F)cc2)o1,2,-13
CCN1CCCC1CNC(=O)c1sc2ncn(CC(=O)N3CC(C)CC(C)C3)c(=O)c2c1C (stereo not given),-6,-3
Cc1cccc(NC(=O)C2CCCN(C(=O)c3ccc(Cl)cc3)C2)c1C (stereo not given),6,34
COc1cc(C(=O)N2CCC(N3CCCCCC3)CC2)cc(OC)c1OC,-3,1
COc1ccc(-c2noc(COc3ccc(Cl)cc3Br)n2)cc1,5,-19
O=C(Nc1ccc(F)c(F)c1)c1ccc(F)c(S(=O)(=O)N2CCCCCC2)c1,30,-6
Cc1nc(NCc2ccccc2Cl)c2c(C)c(C)sc2n1,-2,-6
CCCOC(=O)c1ccc(NC(=O)C2CC(=O)N(c3ccc(C)cc3)C2)cc1 (stereo not given),-3,11
Cc1c(O)ccc2c(=O)c(-c3nc4ccccc4s3)coc12,-11,-2
Cn1c(=O)cc2c3c(c(Nc4ccccc4)ccc31)C(=O)c1ccccc1-2,-4,39
Cc1ccc(S(=O)(=O)Nc2ccc(Cl)cc2)cc1C(N)=O,0,0
CC(=O)c1cccc(N=C2NC(=O)CS2)c1,-3,-1
CCOc1ccc(NC(=O)C2CCCN(c3nccnc3Oc3ccccc3)C2)cc1 (stereo not given),-5,-12
O=C1CC(C(=O)Nc2ccc([N+](=O)[O-])cc2O)C2(CCCCC2)O1 (stereo not given),-1,6
CCC(=O)N1CCc2sc(S(=O)(=O)Nc3ccc(C)cc3)cc2C1,-3,18
Cc1cccc(OCC(=O)N2CCc3c(c(-c4nc(-c5ccccc5F)no4)nn3C)C2)c1,-3,5
CCCc1ccc(S(=O)(=O)N2CCC(CN3CCC(C)CC3)CC2)cc1,0,-11
O=C(COc1ccc(F)cc1)NCC1(CO)CC1,2,-20
COc1ccc(CN2CCC(C(=O)NCC(C)C)CC2)c(OC)c1,4,3
COc1cc(C(C)=O)ccc1OCc1cn(CC(=O)c2ccc(O)cc2)nn1,13,33
COc1cccc(C(=O)N2CCC(CCOc3ccc(F)cc3)CC2)c1,-2,32
COc1ccccc1C(=O)Nc1ccc2nc(N3CCCCC3)cc(C)c2c1,-4,-35
O=C(Nc1nnc(C2CC2)s1)c1cc(-c2ccc(Cl)cc2)oc1C(F)(F)F,2,.
CS(=O)(=O)c1nc2ccccc2[nH]1,-5,-5&-3
COc1ccc(C(=O)N2CCCC(COc3ccc(C(=O)N4CCOCC4)cc3)C2)cc1 (stereo not given),-3,6
Cc1cccc(CNC(=O)c2nn(C)c3c2CN(C(=O)c2cccs2)CC3)c1,-12,30
Cc1cccc(C)c1NC(=O)CCN1CCCC1,-6,.
CC1CCN(C(=O)C2=NN(Cc3cccc(F)c3)c3ccccc3S2(=O)=O)CC1,-4,18
CCC1Oc2ccccc2N(CC(=O)NCc2ccccc2Cl)C1=O (stereo not given),-16,-14
CCOc1ccc(N(C(C)C(=O)O)S(C)(=O)=O)cc1 (stereo not given),-11,2
O=C(NCc1ccco1)NC1CCN(c2ncnc3c2CCC3)C1 (stereo not given),0,6
Cc1ccc(NC(=O)c2ccc(Cl)cc2Cl)cc1Cl,4,-9
Cn1c(SCc2ccc(Br)cc2)nc(C(C)(C)C)cc1=O,-2,-18
